Growth percent in the NCI-60 one-dose screen (48 h, 10 µM unless noted): 100 = growth as untreated, 0 = no growth, -100 = all killed.
NCI-H226: NCI-H226 lung cancer; 3.5% of 79,000 active
RXF 393: RXF 393 renal cancer cells; 6.9% of 77,000 active; AID 1794773
NCI-H460: NCI-H460 lung cancer; 6.8% of 82,000 active; AID 1794736
NCI-H322M: NCI-H322M lung cancer. 2.7% of 80,000 active. AID 1794733
NCI-H23: NCI-H23 lung cancer; 4% of 80,000 active; AID 1794731
HT29: HT29 colon cancer; 7.4% of 81,000 active; AID 1794748
A498: A498 renal cancer cells | 5.4% of 76,000 active | AID 1794774
COLO 205: COLO 205 colon cancer | 7.3% of 79,000 active
NCI-H522: NCI-H522 lung cancer; 8% of 78,000 active
The depositor's hits bear a star; x = not tested or not shown. Rule for the calls: active = growth percent below 10; inactive = the rest.

Compound,NCI-H226,RXF 393,NCI-H460,NCI-H322M,NCI-H23,HT29,A498,COLO 205,NCI-H522
COc1ccc(/C(C)=N/N=C2C(=O)Nc3ccc(OC(F)(F)F)cc32)cc1S(N)(=O)=O,70,80,85,86,88,82,85,86,70
N#CC1=C(N)Oc2c(sc3c(F)cccc23)C1c1ccc(Cl)cc1 (stereo unspecified),75,9.9*,13,55,44,16,47,38,6.1*
COc1cc(C2C3CSCN3[C@@]3(C(=O)Nc4ccccc43)C2C(=O)c2nc3ccccc3[nH]2)cc(OC)c1OC (stereo partly specified),x,109,105,93,104,107,82,114,88
Cc1nnc2c(C#N)c(-c3cccn3C)cc(-c3ccc(Br)cc3)n12,87,108,98,146,83,95,93,96,97
NS(=O)(=O)c1ccc(NC(=O)c2ccc(Cc3n[nH]c(=O)c4cccnc34)cc2)cc1,91,93,103,x,83,104,115,106,93
NC(=O)N1N=C(c2ccc(Cl)cc2)CC1c1cn(-c2ccccc2)nc1-c1ccc(Cl)cc1 (stereo unspecified),30,-11*,42,63,57,51,71,82,57
C#CC[N+]1(CC#CCCC[N+]2(CC#C)CCCC2)CCCC1,x,111,104,94,99,95,57,99,78
O=C(c1cccnc1)N(Cc1ccccc1)C(=O)c1cccnc1,99,106,112,107,106,107,90,120,128
CCC(C)/C=C(\C)C(O)Cc1cc(O)cc(=O)o1 (stereo unspecified),107,113,109,x,x,100,90,101,85
Cc1ccc(-c2nc3nc4sc(C)c(C)c4c(=O)n3[nH]2)cc1,87,117,106,94,89,105,114,99,90
CCOC(=O)c1cn(CCN2CCOCC2)c2nc(NCc3ccc(OC)c(OC)c3)nn2c1=O,94,108,106,x,98,99,116,103,86
O=C1Nc2ccc(Cl)cc2/C1=c1/sc2nc3ccccc3n2c1=O,75,87,84,90,x,107,68,103,95
Clc1ccc(-c2cnc(Cl)nc2NC2CCCCCC2)c(Cl)n1,95,104,93,x,x,85,87,92,70
Nc1nc(S)cc(=O)[nH]1,95,116,107,105,96,106,99,110,106
COc1cc(C2C3=C(COC3=O)N(CCO)c3cc4c(cc32)OCCO4)cc(OC)c1O (stereo unspecified),x,-46*,-3.8*,52,36,3.1*,26,18,-23*
CCOC(=O)c1cc(C(=O)c2ccc(F)cc2F)n2ccccc12,88,99,97,x,101,77,88,110,70
O=C(O)c1cc(Br)c(Br)s1,100,103,104,106,95,98,77,111,99
O=C(N/N=C/C[C@@H]1[C@@H](CO)[C@H](O)C[C@@H]1O)c1ccncc1,92,106,99,100,102,77,90,122,71
O=C(Nc1ccccc1OC(=O)c1ccccc1)c1ccccc1,104,121,98,72,71,52,81,108,x
O=c1cc(Cn2cc(CSc3nc4cc(Cl)ccc4o3)nn2)c2ccc3ccccc3c2o1,104,113,109,108,97,106,100,121,95
O=C(CCN1C(=O)CCC1=O)Nc1ncc(Cc2ccc(F)cc2)s1,100,104,113,109,108,107,117,111,98
Cc1cccc(-n2c(SCC(=O)Nc3ccc(S(=O)(=O)Nc4nccc(C)n4)cc3)nc3ccccc3c2=O)c1,97,103,108,95,95,105,103,108,96
CCCCCC(=O)C(=O)c1ccc(O)cc1O,112,131,110,107,101,99,110,109,94
COc1ccc(/C=N\NC(=O)OC(C)(C)C)c(OC)c1OC,96,112,108,110,106,99,105,126,91
Cc1cc(C)cc(C(C)C)c1,98,107,108,107,108,106,85,105,98

A different layout for some results above.
Cc1ccc(-c2nc3nc4sc(C)c(C)c4c(=O)n3[nH]2)cc1
  NCI-H226 = 87; RXF 393 = 117; NCI-H460 = 106; NCI-H322M = 94; NCI-H23 = 89; HT29 = 105; A498 = 114; COLO 205 = 99; NCI-H522 = 90

COc1ccc(/C(C)=N/N=C2C(=O)Nc3ccc(OC(F)(F)F)cc32)cc1S(N)(=O)=O
  NCI-H226 = 70; RXF 393 = 80; NCI-H460 = 85; NCI-H322M = 86; NCI-H23 = 88; HT29 = 82; A498 = 85; COLO 205 = 86; NCI-H522 = 70

Additional entries follow:
Compound,NCI-H226,RXF 393,NCI-H460,NCI-H322M,NCI-H23,HT29,A498,COLO 205,NCI-H522
CC(=O)OC1=Cc2sc3[nH]c(=S)n(-c4ccccc4)c(=O)c3c2CC1,105,108,104,101,96,113,108,106,80
Cc1c(Cn2cc(COc3ccc(Br)cc3)nn2)c(C)c(Cn2cc(COc3ccc(Br)cc3)nn2)c(C)c1Cn1cc(COc2ccc(Br)cc2)nn1,88,102,102,108,99,92,81,85,-30*
CS(=O)(=O)c1ccc2c(c1)c1c(n2C(=O)c2ccc(Cl)cc2)CCCC1=O,100,111,103,100,104,112,98,112,94
CC1(C)C(N)=Nc2cc(OCCCN3Cc4ccccc4C3)c(OCC3CC3)cc21,83,69,80,82,94,32,92,-57*,60
COc1ccc(-c2nc3cc(Cl)c(Cl)cc3n2CC(=O)N=Nc2c(O)[nH]c3ccc(Cl)cc23)cc1,-9.0*,-48*,17,46,21,25,x,-3.5*,38
COc1cc(C2SCC(=O)N2c2ccc(C)cc2)ccc1OCC(=O)Nc1ccc(C(C)=O)cc1 (stereo unspecified),97,102,113,102,99,109,x,106,84
Cc1ccc(Cl)cc1N1CCN(CCCNC(=O)C2CCN(c3nc4ccccc4[nH]3)CC2)CC1,x,89,101,99,101,123,83,118,105
Cc1cccc(Cl)c1NC(=O)Nc1nnc2c3c4c(sc3ncn12)CCCC4,77,96,99,90,95,93,86,103,93
CC1CCCc2c1nc1nc(=S)[nH]c(N)c1c2-c1ccc(Cl)cc1 (stereo unspecified),95,103,101,103,91,x,90,133,90
O=C(O)/C(=C/c1cccc(Cl)c1)c1ccc(Cl)cc1,102,110,110,104,100,94,105,111,93
C=CC(=O)Nc1cccc(Oc2nccc(Nc3ccc(S(=O)(=O)Nc4ccccn4)cc3)n2)c1,82,123,109,89,96,92,91,118,82
O=c1cc(CSc2nnc(SCc3cc(=O)oc4c3ccc3ccccc34)o2)c2ccc3ccccc3c2o1,84,119,104,93,90,97,99,106,70
O=C1c2ccc([N+](=O)[O-])cc2C(=O)N1C1c2ccccc2Oc2ccccc21,100,116,111,x,92,95,108,102,87
CSc1ncnc2c1ncn2C1CCCO1 (stereo unspecified),90,131,105,91,96,100,146,119,121
CS(=O)(=O)c1nccc(-c2c(-c3ccc(OCCN4CCCC4)cc3)nc3sccn23)n1,112,123,105,x,95,107,99,117,85
CC(C)c1cccc(C(C)C)c1NC(=O)OC1CCCCC1,96,100,100,112,101,90,97,121,x
CSc1ncnc2n[nH]nc12,103,117,110,123,100,102,98,126,97
COc1cc(C2=NN(C=O)C(c3sc(Cl)nc3Cl)C2)cc(OC)c1OC (stereo unspecified),73,85,102,92,104,96,80,113,99
CCOC(=O)c1nn(C)c2[nH]c(=O)n(C)c(=O)c12,100,105,109,106,113,93,89,112,84
O=C1C(Nc2ccc(S(=O)(=O)Nc3ccccn3)cc2)=C(Cl)C(=O)c2ncccc21,91,102,108,102,84,102,111,108,67
S=C(Nc1ccccc1)Nc1nccs1,x,93,103,108,105,97,61,118,90
COc1cc2c(c(OC)c1OC)C(=O)CC(c1cccc(NC(=O)[C@@H](N)C(C)C)c1)O2 (stereo partly specified),102,104,105,103,98,111,91,116,97
CC(=O)c1ccc(NC(=O)Nc2ccc(C(C)=O)cc2)cc1,31,39,97,83,91,100,57,105,97
COc1ccc(C2CC(=O)Nc3c2c(C)nn3-c2ccccc2)cc1 (stereo unspecified),99,124,107,82,105,110,97,108,x
CC(C)Cc1ccc(C(C)C(=O)Nc2ccc(-c3cc(=S)ss3)cc2)cc1 (stereo unspecified),84,95,91,100,71,86,76,91,49
O=C(Nc1ccc(OCc2ccccn2)c(Cl)c1)c1cccnc1,108,126,102,108,108,99,82,111,94
Cc1ccc(C(C)C)c(OCC(CC(C)(C(=O)OC2C(O)C(C(C)C)C=CC2(C)C)C(C)C)C2=CC(O)C(C(C)C)CC2)c1 (stereo unspecified),94,98,101,93,102,106,83,104,96
Cc1ccc(C)c(NC2=C(Cl)C(=O)c3nc(C)ccc3C2=O)c1,11,-44*,49,24,-38*,86,84,107,-36*
Cc1ccc(-n2c(-c3cc4ccccc4nc3Cl)noc2=O)c(C)c1,76,84,80,82,72,79,90,87,59
CC(C)=CCO[C@H]1Cc2cc3ccc(=O)oc3cc2OC1(C)C,82,116,99,101,101,95,95,104,75
Nc1c(C(=O)c2ccc(Br)cc2)oc2nc(-c3cnccn3)cc(-c3cccs3)c12,99,97,97,103,x,111,x,118,99
FC(F)(F)Oc1ccc2c(c1)CC1C[C@@H](c3cccc4ccccc34)N2O1 (stereo partly specified),81,105,93,98,72,x,79,93,70
O=Cc1cccn(-c2ccccc2C(=O)O)c1=S,100,x,121,103,104,119,107,115,104
COc1ccc(Cl)cc1/C=C/C=Nc1ccccc1O,91,119,92,102,72,96,62,121,78
COc1ccc(/C=C/C(=O)/C=C(/C=C/c2ccc(OC)c(OCc3ccccc3)c2)OB(F)F)cc1OCc1ccccc1,104,104,x,98,88,98,x,94,85
COC(=O)CCCNC(=O)C(c1ccc(O)c(O)c1O)N(C(=O)c1cc(O)c(O)c(O)c1)c1ccc(Cl)cc1 (stereo unspecified),98,112,101,101,107,97,102,100,72
O=C(O)CNC(=O)OCc1ccccc1,100,115,107,98,101,109,94,98,103
COc1ccc(-c2nc3cc(C)ccc3n2CC(=O)N=Nc2c(O)[nH]c3ccc(OC)cc23)cc1,-67*,-83*,-48*,-4.5*,-65*,-20*,52,-68*,-41*
O=C1c2ccccc2C(=O)N1CCCCCCN1C(=O)c2ccccc2C1=O,108,116,118,121,99,118,100,131,100
COC(=O)c1ccc(NC(=O)CSc2nc3ccccc3c(=O)n2-c2ccccc2)cc1,x,111,99,103,95,108,97,120,81
O=C(O)c1ccc(-n2cc(C(c3oc(CO)cc(=O)c3O)c3oc(CO)cc(=O)c3O)c(-c3ccc(F)c(F)c3)n2)cc1,96,98,105,104,x,101,82,109,96
Clc1nc(Cl)c2ncn(CC#CCn3cnc4c(Cl)nc(Cl)nc43)c2n1,5.5*,x,12,47,39,-44*,x,-27*,-71*
COc1cccc(Nc2nc(SC)nc(-c3cccc([N+](=O)[O-])c3)c2C#N)c1,19,68,42,74,78,78,79,82,72
CCCCCCCCCCCC(=O)Nc1ccccc1,92,113,102,94,97,104,x,108,96
C[C@@H](C(=O)NCCCC#Cc1cnc(Nc2ccc(C#N)cc2)nc1NC1CC1)N(C)C(=O)/C=C/CN(C)C,x,-1.4*,15,63,23,19,-5.2*,x,59
CC1CC(NC(=S)N(C)C)CC(C)(C)C1 (stereo unspecified),106,160,107,124,100,106,106,111,105
CC1=C(C(=O)OCC2CCN(C(=O)OC(C)(C)C)CC2)[C@H](c2cccc(C#N)c2)C2=C(CC(C)(C)CC2=O)N1,x,83,13,68,66,31,68,51,8.7*
O=C(OCC1OC(n2cc(C(F)(F)F)c(=O)[nH]c2=O)CC1OC(=O)c1ccc([N+](=O)[O-])cc1)c1ccc([N+](=O)[O-])cc1 (stereo unspecified),73,80,31,91,91,75,61,88,77
C#Cc1cc(C(=O)Nc2ccc(CNCCN3CCOCC3)c(C(F)(F)F)c2)ccc1C,95,75,101,98,92,69,90,105,90
CCOC(=O)/C=C(/C)N,102,125,109,98,94,97,94,111,90

Next section.
Compound,NCI-H226,RXF 393,NCI-H460,NCI-H322M,NCI-H23,HT29,A498,COLO 205,NCI-H522
CCCCCCCCSCCCC(=O)O,94,100,110,104,98,109,106,138,104
NS(=O)(=O)c1cccc(Nc2nc(SCC(=O)c3ccc(Cl)cc3)nc3c2CCC3)c1,88,82,98,97,75,109,79,109,96
ClCCOCCSC1=NCCN1,98,108,x,102,92,96,x,115,86
C#CCOc1ccc(CNC(=O)/C=C/c2ccccc2)cc1OC,99,109,104,96,96,101,75,107,89
O=c1cc(N/N=C/c2ccccc2)c2cc(Cl)ccc2[nH]1,96,97,98,106,86,93,88,101,80
O=P(NC1CCCCC1)(c1ccccc1)c1ccccc1,104,126,111,110,106,104,50,109,107
COc1cc(/C=N/N2CCCCCC2)cc(I)c1O,109,120,112,111,88,96,103,109,83
COC(=O)[C@H]1[C@H]2C[C@@H]3c4[nH]c5cc(OC)ccc5c4CCN3C[C@H]2C[C@@H](OC(=O)/C=C/c2cc(OC)c(OC)c(OC)c2)[C@@H]1OC,101,61,49,89,94,-66*,82,68,x
CCOC(=O)C1=C(C)NC(=O)NC1c1ccc(OCc2cn(-c3ccc(C(C)=O)cc3)nn2)cc1 (stereo unspecified),95,104,98,95,95,111,80,105,105
O=C(C(=O)N1CCOCC1)c1ccc(O[C@@H]2O[C@H](CO)[C@H](O)[C@H](O)[C@H]2O)cc1,101,113,x,99,102,99,x,112,87
N#CCC(=O)NCc1ccncc1,96,x,111,103,105,104,95,129,99

Single records (already shown). Order of screens: NCI-H226	RXF 393	NCI-H460	NCI-H322M	NCI-H23	HT29	A498	COLO 205	NCI-H522
C=CC(=O)Nc1cccc(Oc2nccc(Nc3ccc(S(=O)(=O)Nc4ccccn4)cc3)n2)c1 as listed: 82	123	109	89	96	92	91	118	82
CC(C)c1cccc(C(C)C)c1NC(=O)OC1CCCCC1 as listed: 96	100	100	112	101	90	97	121	x
NS(=O)(=O)c1cccc(Nc2nc(SCC(=O)c3ccc(Cl)cc3)nc3c2CCC3)c1 as listed: 88	82	98	97	75	109	79	109	96
COC(=O)CCCNC(=O)C(c1ccc(O)c(O)c1O)N(C(=O)c1cc(O)c(O)c(O)c1)c1ccc(Cl)cc1 (stereo unspecified) as listed: 98	112	101	101	107	97	102	100	72
O=C(O)c1ccc(-n2cc(C(c3oc(CO)cc(=O)c3O)c3oc(CO)cc(=O)c3O)c(-c3ccc(F)c(F)c3)n2)cc1 as listed: 96	98	105	104	x	101	82	109	96

No enrichment for hits; about 12% have a hit in one of these screens.
